HCV NS3 hel inh = inhibitors of Hepatitis C virus NS3 helicase; 290,000 compounds, 0.56% hits; inhibition, % at 10.9 µM; NS3 helicase DNA unwinding, Cy5 molecular beacon fluorescence;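 active = inhibition above the mean of all tested compounds plus 3 SD, set per campaign, cut at about 35% in these data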;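 note: 0% = DMSO wells and 100% = thioflavine S control wells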
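Assay system: hepatitis C virus NS3 helicase domain fragment enzyme. Also added: annealed dual-labelled DNA beacon duplex, ATP-started. Timing: 1 h reaction at 25 °C, ATP-initiated. Technique: Cy5 fluorescence at 0 and 60 min, beacon hairpin quenching. Evaluation: % inhibition of unwinding. Replication: one well per compound.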
NALP1 yeast inh = blocks the NALP1 inflammasome reconstituted in yeast; S. cerevisiae NALP1/ASC/caspase-1 growth, X-gal OD620, 72 h; inhibition, % at 10 µM; 280,000 compounds, 0.61% hits; in the data active = inhibition mostly above about 24%, no sharp cut-off; inactive = mostly below about 32%; note: some compounds called inactive have numbers as strong as hits
MEKK2wt PB1 HTS = raises or lowers MEK5 binding to wildtype human MEKK2 PB1 domain; binding response (% of control), % at 10 µM; Q9Y2U5; 290,000 compounds, 1.1% hits; bead flow cytometry, Alexa488-MEK5 binding to MEKK2 WT; actives lie on both sides; AID 1531; in the data active = binding response below about 67% or above about 130%; inconclusive = no clear call, values can overlap the other calls; inactive = in between
DNA FID counter = fluorescent intercalator displacement, NS3 helicase counter-screen; DNA fluorescent intercalator displacement, fluorescence; inhibition, % at 7.9 µM; 290,000 compounds, 0.17% hits; in the data active = inhibition above about 37%;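 note: 0% = vehicle and 100% = reference compound; higher means more ethidium bromide displaced from hairpin DNA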
UBC9 SUMO inh = blocks human SUMOylation mediated by UBC9; P63279; HTRF SUMOylation assay, SAE1/SAE2 + UBC9, in vitro; inhibition, % at 35 µM; 290,000 compounds, 0.36% hits; in the data active = inhibition above about 50%, passing the limit was not always enough; inconclusive = no clear call, values can overlap the other calls; note: strong numbers were not always called active
Target sequence (P63279 whole entry, looked up): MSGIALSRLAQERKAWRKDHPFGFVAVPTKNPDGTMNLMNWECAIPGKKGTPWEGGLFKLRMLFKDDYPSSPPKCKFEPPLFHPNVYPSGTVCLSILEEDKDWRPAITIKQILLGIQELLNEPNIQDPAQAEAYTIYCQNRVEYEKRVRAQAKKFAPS
IMP-1 inh = blocks Pseudomonas aeruginosa IMP-1 metallo-beta-lactamase. purified IMP-1, nitrocefin hydrolysis, epi-absorbance fluorescence. inhibition, % at 5.6 µM. 290,000 compounds, 0.45% hits;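 active = inhibition above the mean plus 3 SD of all compounds in the same screening run, cut at about 4.5% in these data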;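 note: 0% = IMP-1 with DMSO and 100% = DMSO wells lacking enzyme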
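System: purified IMP-1; amount: IMP-1 0.2 nM before substrate addition; compound: single dose, 5.6 µM; times: 25 °C, 15 min preincubation, 25 min reaction; signal: Epi-absorbance via hydrolysed-nitrocefin quenching of white-plate fluorescence, 480/530 nm, EDTA stop; benchmarks: DMSO with and without IMP-1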
VIM-2 inh = blocks Pseudomonas aeruginosa VIM-2 metallo-beta-lactamase; 290,000 compounds, 0.89% hits; inhibition, % at 5.6 µM; AID 1527; purified VIM-2, nitrocefin hydrolysis, epi-absorbance fluorescence;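 active = inhibition above the mean of all tested compounds plus 3 SD, cutoff set per screening run, cut at about 7.5% in these data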;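 note: red hydrolysis product quenches plate fluorescence so inhibitors raise well fluorescence; 0% = enzyme with DMSO and 100% = DMSO without enzyme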
MEKK2mut PB1 HTS = signal of MEK5 binding to mutant human MEKK2 PB1 domain; bead flow cytometry, Alexa488-MEK5 binding to MEKK2 mutant; percent response, % at 10 µM; 290,000 compounds, 0.35% hits; AID 1530; in the data active = percent response above about 24%, passing the limit was not always enough; note: inactives centre near 1; some results filed as inactive read as strong as hits
M18AAP inhibitor = blocks P. falciparum M18 aspartyl aminopeptidase. recombinant PfM18AAP, H-Glu-NHMec fluorogenic cleavage. inhibition, % at 7.35 µM. 290,000 compounds, 1.2% hits. AID 1822;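 active = inhibition above the campaign mean inhibition over all tested compounds plus 3 SD, cut at about 28% in these data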;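 note: 0% = plate median of test compound wells and 100% = 2 mM ZnCl2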
Starred values were filed as active, the others as inactive; ? = inconclusive; . = no result given; [ ] = dose if it differs, or a comment.

SMILES	HCV NS3 hel inh	NALP1 yeast inh	MEKK2wt PB1 HTS	DNA FID counter	UBC9 SUMO inh	IMP-1 inh	VIM-2 inh	MEKK2mut PB1 HTS	M18AAP inhibitor
Cc1[nH]c(=O)[nH]c(=O)c1Cc1cccc2ccccc12	1	10	100	-13	-5	0.6	-1.7	-1	-5
CC1(C)SCC(C(=O)O)N1C=O (stereo not drawn)	6	13	112	1	-4	-3.4	-4.2	11	25
COc1ccc(Oc2coc3cc(OC(=O)/C=C/c4ccccc4)ccc3c2=O)cc1	11	7	98	1	8	-2.7	-0.8	0	5
CCOc1ccc2[nH]c3nc(SCC(=O)OC(C)C)nnc3c2c1	5	6	103	-9	25	-3.7	-1.9	14	3
Cn1c(=O)c(C(=O)COC(=O)c2cc(C(F)(F)F)nc3ccccc23)c(N)n(Cc2ccccc2)c1=O	-7	30	102	-3	-8	-0.6	-3.5	-2	1
Cc1cc(C(=O)NNC(=O)c2cccc(S(=O)(=O)N3CCOCC3)c2)c2ccccc2n1	13	17	107	-7	-21	-0.4	-3.3	0	5
O=C(CCl)Nc1ccc2c(c1)OCO2	-8	4	93	-1	23	-0.1	-0.1	-5	4
O=C1CCC(N2C(=O)c3ccccc3C2=O)C(=O)N1 (stereo not drawn)	-8	16	90	0	18	-2.2	-0.9	5	-12
COc1cccc(CN2CCN(Cc3cccc(Br)c3)CC2)c1OC	-22	6	90	4	11	-2.3	-4.5	3	5
COc1ccccc1CN=C1NC(=O)C(CC(=O)Nc2ccc(OC)c(OC)c2)S1 (stereo not drawn)	-1	16	101	-30	0	-2.1	-3.1	2	11
COc1cc(CNCCCN2CCOCC2)cc(Br)c1OCc1ccc(Cl)cc1	-78	10	158*	42*	9	-3.2	-0.3	30	1
CCOc1ccc(C(NC(C)=O)c2ccc(OC)c(OC)c2)cc1 (stereo not drawn)	9	5	108	-6	12	-1.8	-1.6	2	-3
Cn1nc(C(C)(C)C)cc1NC(=O)Nc1ccc(F)cc1F	-14	.	93	-5	13	-1.0	1.8	-3	-10
O=C(Nc1cccc(F)c1)N1C2CCC1CC(O)(c1cccnc1)C2 (stereo not drawn)	-6	0	56	0	-1	-0.6	3.2	-17	-12
O=C(CN1CCN(CC(=O)Nc2ccc3c(c2)OCO3)CC1)Nc1ccc(F)cc1	2	16	93	-6	-10	-3.2	-2.7	-5	-2
CCOc1ccccc1N(CC(=O)NCc1ccc(OC)cc1)S(C)(=O)=O	-5	2	100	-15	-2	-1.3	-2.5	-2	4
COc1cc(C)c(Br)cc1S(=O)(=O)NCc1cccs1	-12	31	110	-16	12	-1.8	-1.8	8	-2
O=C(Cc1ccc(F)cc1)Nc1ccccc1Sc1ccccc1	-11	20	68	-12	-14	-0.2	2.0	-5	0
O=C1c2ccccc2C(=O)c2c1cccc2N(CCO)CCO	5	7	100	8	-6	-3.2	1.1	7	2
CCC1=Nc2cc(C(=O)O)ccc2Sc2ccccc21	13	24	97	-25	13	-0.3	-0.7	-5	-3
CCn1nc(NS(=O)(=O)c2ccc(F)cc2)c2cc3cccc(C)c3nc21	-6	0	101	-38	3	-2.5	-3.4	5	2
O=c1oc2ccccc2cc1-c1nc2c(s1)CCc1ccccc1-2	15	17	63*[inhibitor]	-3	15	-2.1	-2.9	-2	-1
Cc1onc(-c2c(F)cccc2Cl)c1C(=O)N(C)C1CCCCC1	-9	11	108	-32	4	-2.5	-1.0	9	-3
CC(NC(=O)c1ccccc1NC(=O)c1ccncc1)c1ccccc1 (stereo not drawn)	6	10	95	-6	17	-1.8	-2.0	-1	0
Cc1cc(CNC(=O)COc2ccc(F)cc2F)c2ccccc2n1	0	2	58	-10	-4	-0.9	-0.6	-15	-7
Cc1c(C(=O)O)sc2nc3n(c(=O)c12)CCC(C)CC3 (stereo not drawn)	-10	-45	103	-4	0	-2.3	-1.1	-1	-2
C=CCN(CC=C)S(=O)(=O)c1ccc(NC(=S)NC(=O)c2ccc(-c3ccccc3)cc2)cc1	5	1	96	-1	4	-3.9	-2.4	-1	0
CC(=O)N/C(=C\c1ccc(F)cc1)C(=O)N(C)C	7	9	97	-2	-17	-2.1	-1.7	0	3
Cc1cc(NC(=S)N(CCN2CCCCC2)Cc2ccco2)ccc1Cl	10	13	124	7	-8	-0.5	-2.0	12	-6
CC(=O)c1ccc(OCc2cc(C(=O)NCCn3nc(C)cc3C)no2)cc1	21	4	108	-32	-8	-3.5	-0.2	7	0
COc1ccc(C(C)C)cc1S(=O)(=O)n1ccnc1C	3	28	97	-8	6	-1.6	-2.4	-2	-7
COc1cc(/C=C/C(=O)NCCN2CCOCC2)cc(OC)c1OC	5	34	98	-1	3	-2.4	-1.7	-2	-2
CCCC(c1nnnn1Cc1ccco1)N1CCC(C(N)=O)CC1 (stereo not drawn)	15	0	104	-6	9	-3.2	-2.1	4	-26
Cc1cccc(/C=c2\s/c(=C\C(=O)C(C)(C)C)[nH]c2=O)c1	4	-5	100	-6	-8	-2.2	-4.0	4	-2
Cc1cccc(C)c1NC(=O)NNC(=O)c1cc(C(C)(C)C)nn1Cc1ccccc1	-13	14	87	-37	1	1.9	-2.4	-20	4
CCOC(=O)N1CCN(C(=O)c2ccc3c(c2)NC(=O)/C(=C/c2ccccc2)S3)CC1	-4	16	98	-66	.	-1.6	-0.8	2	1
CSc1ccc(S(=O)(=O)N2CCC(C(=O)NCCCn3ccnc3)CC2)cc1	-38	16	109	9	2	1.2	-0.4	0	2
O=C(NCc1ccco1)c1cccc(NC(=O)c2ccco2)c1	0	2	101	-4	18	-2.0	-2.0	11	-6
COc1ccc(-c2nn(-c3ccccc3)cc2/C=C/C(=O)O)cc1[N+](=O)[O-]	15	-1	100	-19	-4	-2.5	-2.2	-12	1
CC(C)(C)n1nc2c(c1NC(=O)Cc1ccc(F)cc1)CS(=O)(=O)C2	0	-17	100	-3	-5	-4.2	-6.5	2	-5
COc1ccccc1NS(=O)(=O)c1ccc(N/N=C/c2c(C)nn(-c3ccccc3)c2N2CCCC2)c([N+](=O)[O-])c1	0	30	77	8	-6	-0.8	-2.3	-3	-15
CN(C(=O)COc1ccc(Oc2ccccc2)cc1)C1CCS(=O)(=O)C1 (stereo not drawn)	-2	16	96	-22	-6	-1.0	-2.9	0	-5
CCCN1C(=O)/C(=N\OCC(=O)Nc2ccc(C(C)C)cc2)c2ccccc21	2	42	106	-5	-37	-3.1	-3.9	5	1
Cc1ccc(CNC(=O)CCCN2C(=S)NC(C)(C)CC2C)cc1 (stereo not drawn)	11	-14	?	-10	-1	0.0	2.0	-16	-4
O=C(Nc1ccc2oc(-c3ccncc3)nc2c1)c1cccs1	-1	7	109	-8	39	-2.3	-0.2	8	0
O=C(CCCN1Cc2ccccc2C1)c1ccc(F)cc1	-8	18	96	3	0	-1.6	-0.1	-4	0
Cn1c(CNC(=O)C(Cc2ccccc2)NC(=O)c2ccccc2F)cc(=O)n(C)c1=O (stereo not drawn)	-3	24	99	-19	7	0.6	0.2	-2	-17
Clc1ccccc1/C=N/Nc1cc(N2CCOCC2)ncn1	14	11	105	-16	5	-3.1	-0.5	3	0
O=C(CSCC(=O)N1CCCCC1)Nc1nc(-c2ccc(Cl)s2)cs1	-14	-9	100	-29	27	-3.3	-2.7	1	-1
Cc1cc(OCC(=O)NN2C(=O)c3ccccc3C2=O)ccc1Cl	0	0	107	-2	13	-1.1	-3.8	9	3
C/C(=N\O)C(=O)OC1CC(C)CCC1C(C)C (stereo not drawn)	-1	5	93	-13	-17	-1.2	-1.5	-3	1
COc1ccc(N=Nc2cc(C)c(O)c(CN3CCCCC3)c2)cc1	-20	19	108	4	-9	-1.2	-2.1	12	1
CCOC(=O)CNC(=O)c1cccnc1	6	0	101	5	16	-3.3	-0.4	0	-2
Cn1cccc1C(=O)OCC(=O)N1c2ccccc2NC(=O)C1(C)C	6	4	100	-17	23	-3.6	-3.3	0	4
Cc1csc(NC(=O)c2ccccc2[N+](=O)[O-])n1	2	-19	98	3	16	-5.0	1.1	-2	-9
Cc1cc(NC(=S)NC(=O)/C=C/c2ccc(S(=O)(=O)N3CCOCC3)cc2)ccc1Br	-12	-3	98	-13	-6	-1.8	-3.3	-2	-1
CCC1=NN(C(=O)Cc2ccccc2)C(O)(c2ccncc2)C1 (stereo not drawn)	-3	27	94	-7	6	-1.9	-2.0	-4	-4
CS(=O)(=O)Nc1cccc(C2=NN(C(=O)c3cccc([N+](=O)[O-])c3)C(c3cccs3)C2)c1 (stereo not drawn)	-5	5	103	-4	-12	-0.6	-1.2	1	1
Cc1ccc(OCc2cc(C(=O)NC3CCc4ccccc43)no2)cn1 (stereo not drawn)	8	-12	99	-43	-8	-5.4	-3.4	3	-7
CN1C(=O)CSc2ccc(NC(=O)N3CCC(N4CCCCC4)CC3)cc21	-15	6	-1.0*	5	-12	-2.6	0.6	15	0
Next results.
SMILES	HCV NS3 hel inh	NALP1 yeast inh	MEKK2wt PB1 HTS	DNA FID counter	UBC9 SUMO inh	IMP-1 inh	VIM-2 inh	MEKK2mut PB1 HTS	M18AAP inhibitor
O=C(O)CCC(=O)Nc1ccc(OCC2CCCO2)cc1 (stereo not drawn)	0	-15	108	-1	11	-2.8	-1.5	3	-2
O=C(N/N=C/c1cccnc1)c1ccc2c(c1)OCCO2	-2	17	89	-16	6	-2.4	-1.9	-2	10
CC(C)CC(c1nnnn1C1CCCC1)N1CCN(C(=O)c2ccco2)CC1 (stereo not drawn)	-1	-4	110	-19	-1	-1.2	0.0	13	-5
COc1ccc(Oc2nc(C)nc3c2oc2ccccc23)cc1	-3	19	109	-7	-9	-5.4	1.8	3	2
O=C(CCNC(=O)c1ccc([N+](=O)[O-])cc1)Nc1cccc(S(=O)(=O)N2CCCCC2)c1	-10	.	80	-6	-20	-0.8	1.5	-23	5
CC(Oc1cccc2cccnc12)C(=O)N/N=C/c1ccccc1 (stereo not drawn)	6	-10	98	-10	12	-1.3	1.0	5	-6
O=C(O)CNS(=O)(=O)Cc1ccccc1	1	6	102	3	13	-1.6	-1.0	3	-2
O=C(O)CC(c1ccc(Cl)cc1)N1Cc2ccccc2C1=O (stereo not drawn)	6	-2	102	-26	2	-3.5	-2.2	11	4
Cc1noc(C)c1CSc1ccc(Br)cc1	-3	6	102	-2	5	1.1	-1.6	2	0

Given with two lines to a compound: entries from further up.
Value order: HCV NS3 hel inh, NALP1 yeast inh, MEKK2wt PB1 HTS, DNA FID counter, UBC9 SUMO inh, IMP-1 inh, VIM-2 inh, MEKK2mut PB1 HTS, M18AAP inhibitor
O=C(CCNC(=O)c1ccc([N+](=O)[O-])cc1)Nc1cccc(S(=O)(=O)N2CCCCC2)c1
    -10, ., 80, -6, -20, -0.8, 1.5, -23, 5
CC(Oc1cccc2cccnc12)C(=O)N/N=C/c1ccccc1 (stereo not drawn)
    6, -10, 98, -10, 12, -1.3, 1.0, 5, -6
O=C(O)CNS(=O)(=O)Cc1ccccc1
    1, 6, 102, 3, 13, -1.6, -1.0, 3, -2
O=C(O)CC(c1ccc(Cl)cc1)N1Cc2ccccc2C1=O (stereo not drawn)
    6, -2, 102, -26, 2, -3.5, -2.2, 11, 4

Compounds were not picked by outcome, and some 4.7% of all compounds hit somewhere here.
